Gli-Sufu antag – antagonists of Gli-Sufu signaling. Sufu-KO-LIGHT fibroblasts, Gli luciferase reporter luminescence. 340,000 compounds, 0.74% hits. inhibition, % at 5 µM. AID 588413;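 active means inhibition above about 55%, limit read from the data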;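 further: 0% = DMSO-treated cells and 100% = wells with medium but no cells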
Apaf1 inhib – inhibitors of human Apaf-1 apoptosome; O14727; 330,000 compounds, 0.71% hits; reconstituted apoptosome caspase-3 activity, DEVD-Rh110 fluorescence; AID 489030; inhibition, % at 20 µM; active means inhibition of at least 40% at 20 µM;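 further: plate controls were DMSO wells for no effect and DEVD-CHO caspase inhibitor wells for full effect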
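Assay system: Apoptosome proteins | Medium: pH 7.5 Hepes buffer with CHAPS, BSA, DTT | Also added: Cytochrome c and DEVD-Rh110 substrate | Times: 30 min plus 50 min, RT | Detection: Rhodamine 110 fluorescence at Ex 480/Em 540 nm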
UBC13 polyUb – inhibitors of human UBC13 polyubiquitin chain formation. P61088. TR-FRET. inhibition, % at 20 µM. 330,000 compounds, 0.47% hits. AID 485273; in the data active means inhibition above about 45%, passing the limit was not always enough
Target sequence (P61088 whole entry, looked up): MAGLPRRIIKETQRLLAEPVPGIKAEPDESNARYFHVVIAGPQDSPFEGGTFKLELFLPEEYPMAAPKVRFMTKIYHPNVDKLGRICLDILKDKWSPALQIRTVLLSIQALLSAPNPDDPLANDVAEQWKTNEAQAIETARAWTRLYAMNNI
SENP7 inh – SENP7 protease inhibition. recombinant SENP7, Z-RLRGG-aminoluciferin luminescence, 40 min. inhibition, % at 5 µM. 330,000 compounds, 1.5% hits. AID 434973;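 active means inhibition above about 50% at the single test dose, limit read from the data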;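 further: plate controls were DMSO with enzyme for no effect and no enzyme buffer wells for full effect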
Target sequence (Q9BQF6 706-1050 limits assumed): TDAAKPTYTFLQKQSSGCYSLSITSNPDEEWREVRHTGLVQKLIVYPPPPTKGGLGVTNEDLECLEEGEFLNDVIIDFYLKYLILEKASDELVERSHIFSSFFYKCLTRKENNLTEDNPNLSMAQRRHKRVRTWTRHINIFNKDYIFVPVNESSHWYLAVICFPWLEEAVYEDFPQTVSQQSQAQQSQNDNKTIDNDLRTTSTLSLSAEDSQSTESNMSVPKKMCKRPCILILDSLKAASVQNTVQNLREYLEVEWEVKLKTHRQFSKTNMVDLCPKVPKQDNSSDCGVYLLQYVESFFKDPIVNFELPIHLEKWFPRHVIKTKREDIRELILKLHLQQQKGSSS
HKDC1 inhibitor – inhibitors of human hexokinase HKDC1; Q2TB90; recombinant HKDC1, G6PDH/diaphorase resazurin coupled fluorescence; inhibition, % at 20 µM; 340,000 compounds, 0.16% hits; AID 493160;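 active means inhibition above about 35% when tested at 20 µM, limit read from the data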;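 further: plate controls were DMSO wells with enzyme for no effect and DMSO wells lacking enzyme for full effect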
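Assay system: in-house recombinant HK5 (HKDC1) enzyme. Input: HKDC1 at 5 µg/mL. Medium: Tris pH 8.0 buffer with MgCl2, Tween-20, BSA, BME. Dosing: single 20 µM dose. Schedule: 90 min reaction incubation at room temperature, dark. Signal: resazurin-to-resorufin fluorescence via G6PDH and diaphorase coupling, 525/613 nm. Controls: DMSO-enzyme wells negative, buffer-substituted wells positive.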
SENP8 block – SENP8 protease inhibition. Q96LD8. purified SENP8, Z-RLRGG-aminoluciferin cleavage, luminescence. inhibition, % at 10 µM. 330,000 compounds, 1.2% hits. AID 2540
Target sequence (Q96LD8 whole entry, looked up): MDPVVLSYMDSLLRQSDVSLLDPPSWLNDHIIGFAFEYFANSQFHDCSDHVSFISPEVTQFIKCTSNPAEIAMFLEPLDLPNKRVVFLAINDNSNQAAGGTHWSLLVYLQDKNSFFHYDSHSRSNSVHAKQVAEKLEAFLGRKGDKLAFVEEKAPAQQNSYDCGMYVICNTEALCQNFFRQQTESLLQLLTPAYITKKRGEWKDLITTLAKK
Jurkat NFkB inh – lowers PMA/ionomycin-induced NF-kB signal in Jurkat cells; PMA/ionomycin-induced NF-kB luciferase reporter, luminescence; inhibition, % at 4 µM; 330,000 compounds, 0.53% hits
697 NFkB inh – inhibitors of the PMA/ionomycin-induced NF-kB reporter in 697 B cells | 697 B-cell NF-kB luciferase reporter, 16 h | inhibition, % at 4 µM | 330,000 compounds, 0.33% hits | AID 435022; in the data active means inhibition above about 35%
* hit, by the source's call. Unless noted, no stated cut-off is given here; in the data, active means inhibition above about 50%; inactive means the rest.

1. O=C(CCCC(=O)OCC(=O)c1ccc(Cl)cc1Cl)Nc1cc(C(F)(F)F)ccc1Cl
2. Cc1onc(-c2c(F)cccc2Cl)c1C(=O)NCc1ccccc1
3. CCOC(CNC(=O)c1ccc2c(c1)ncn2-c1ccc(F)c(F)c1)OCC
4. COc1ccc(/C=N/NC(=O)c2ccn[nH]2)cc1Cn1cc([N+](=O)[O-])cn1
5. Cc1ccc(C)c(SCC(=O)Nc2cccc(S(=O)(=O)NC3=NCCCCC3)c2)c1
6. C[C@H](NC(=O)c1nc[nH]c1C(=O)N[C@@H](C)c1ccccc1)C(=O)OC(C)(C)C

Compound	1	2	3	4	5	6
Gli-Sufu antag	6	3	-4	-2	-6	1
Apaf1 inhib	13	-8	-8	8	10	13
UBC13 polyUb	3	-2	4	-7	0	9
SENP7 inh	-3	4	5	-5	1	2
HKDC1 inhibitor	3	-2	-9	9	-4	8
SENP8 block	-5	2	3	-4	0	0
Jurkat NFkB inh	2	1	-4	-11	9	6
697 NFkB inh	17	-7	7	5	-12	26

7. COc1ccccc1NC(=O)/C(C#N)=C/c1c(C)nn(-c2ccc(F)cc2)c1Cl
8. O=C(NCCN1CCOCC1)/C(=C/c1ccccc1)NC(=O)c1ccccc1
9. CCN1C(=O)C2(C(C#N)=C(N)Oc3n[nH]c(-c4ccc(Cl)cc4)c32)c2ccccc21 (centres undefined)
10. COc1cccc(NC(=O)CSCc2n[nH]c(=O)[nH]2)c1
11. COc1cc(/C=N/NC(=S)Nc2cccnc2)cc(OC)c1OC
12. CCN(CC)C(=O)Sc1cccc2cccnc12

Compound	7	8	9	10	11	12
Gli-Sufu antag	24	17	18	-9	4	-3
Apaf1 inhib	-3	0	8	-15	2	2
UBC13 polyUb	3	2	9	3	-1	-8
SENP7 inh	5	4	-2	3	5	-7
HKDC1 inhibitor	-2	-2	3	-12	3	-6
SENP8 block	-1	5	4	-1	7	-6
Jurkat NFkB inh	-1	-4	-12	-15	-6	-1
697 NFkB inh	1	5	-6	11	11	-2

13. COc1ccc(CN2CCNC(=O)C2CC(=O)NCCc2c[nH]c3ccccc23)c(OC)c1 (centres undefined)
14. CC(C)Cc1nc(Nc2ccccc2C#N)c2nnn(Cc3ccccc3)c2n1
15. Cc1ccccc1-c1nnn(CC(=O)Nc2ccc3c(c2)OCCO3)n1
16. COc1ccc(C(=O)NNC(=O)CCCCC(=O)NNC(=O)c2ccc(OC)cc2)cc1
17. COc1ccc(N2CCN(C(=O)COc3ccccc3)CC2)cc1
18. COCC(C)NC(=O)NC1(C(F)(F)F)Oc2ccc(Cl)cc2O1 (centres undefined)

Compound	13	14	15	16	17	18
Gli-Sufu antag	-2	6	-5	1	10	47
Apaf1 inhib	-6	25	2	13	-29	9
UBC13 polyUb	1	-2	-10	2	5	5
SENP7 inh	3	13	3	1	-6	10
HKDC1 inhibitor	-4	1	-7	-1	2	-3
SENP8 block	-3	-8	-9	-4	0	-2
Jurkat NFkB inh	-3	2	8	-6	3	20
697 NFkB inh	10	9	-11	17	9	-37

19. COCCCN(C(=O)CSCC(=O)Nc1cccc(C)c1)c1c(N)n(Cc2ccccc2)c(=O)[nH]c1=O
20. COC(=O)c1ccc(OC)c(Cn2c(=O)n(C)c(=O)c3ccccc32)c1
21. COc1ccc(/C=C2\Oc3cc(OCC(=O)N4CCC[C@H]4C(=O)O)ccc3C2=O)c(OC)c1
22. COc1cccc(NC(=O)CCC2CCN(C(=O)Cc3cccc(F)c3)CC2)c1
23. O=C(CCn1c(=O)[nH]c2ccsc2c1=O)N1CCc2ccccc2C1
24. Cc1noc(C)c1COc1ccc(C(=O)Nc2ccccc2)cc1

Compound	19	20	21	22	23	24
Gli-Sufu antag	-6	-3	0	0	-12	-11
Apaf1 inhib	-3	4	-6	-13	-4	-4
UBC13 polyUb	2	0	-11	4	10	-5
SENP7 inh	-7	8	4	-6	4	-8
HKDC1 inhibitor	-5	-6	-1	-3	-2	-5
SENP8 block	5	6	-2	1	-5	-7
Jurkat NFkB inh	8	-3	10	3	2	2
697 NFkB inh	7	7	17	2	14	-8

25. CCn1c2ccccc2c2cc(NC(=O)COc3ccccc3)ccc21
26. CN(C)C(=O)COC(=O)c1cccc(S(=O)(=O)Nc2ccc(OCc3ccccc3)cc2)c1
27. Cc1cc(F)ccc1NC(=O)CCCN(C)S(=O)(=O)c1ccc(F)cc1
28. CCCN(Cc1cc2cc(C)ccc2[nH]c1=O)C(=O)c1cccc(OC)c1
29. COC(=O)C(c1ccccc1)N(Cc1cccc(CN(C(C(=O)OC)c2ccccc2)S(C)(=O)=O)c1)S(C)(=O)=O (centres undefined)
30. CCN(CC)C(=O)CN1CCC(c2nc3cc(C)c(C)cc3[nH]2)CC1

Compound	25	26	27	28	29	30
Gli-Sufu antag	-5	-10	1	7	1	24
Apaf1 inhib	14	9	-1	17	28	8
UBC13 polyUb	0	3	4	0	-2	-8
SENP7 inh	-2	-2	6	9	-8	4
HKDC1 inhibitor	1	8	4	2	0	-5
SENP8 block	0	-13	-2	-13	-10	2
Jurkat NFkB inh	2	-5	-4	-1	-2	-14
697 NFkB inh	12	-1	14	2	-16	-30

31. Cc1ccc(S(=O)(=O)N2CCN(C(=O)C(F)(F)F)C2c2ccc(N(C)C)cc2)cc1 (centres undefined)
32. O=C1N=C(N2CCCCC2)S/C1=C\c1ccccc1F
33. Cc1ccc(NC(=O)CN2C(=O)S/C(=C\c3ccccn3)C2=O)cc1
34. Cc1c(Cl)cccc1NC(=O)NN1CCN(C)CC1
35. CCOCCCNC(=O)C1(O)c2cc(Br)ccc2NC(=O)N1c1ccc(CC)cc1 (centres undefined)
36. Cc1ccc(-c2noc(C3CCCN(C(=O)c4cccc(F)c4)C3)n2)cc1 (centres undefined)

Compound	31	32	33	34	35	36
Gli-Sufu antag	-5	-60	-9	95*	6	1
Apaf1 inhib	-1	2	-16	-11	-2	8
UBC13 polyUb	3	-4	-10	4	1	-8
SENP7 inh	9	-4	7	1	2	-12
HKDC1 inhibitor	-2	-1	-16	-2	-4	-9
SENP8 block	8	-1	-1	3	-3	-12
Jurkat NFkB inh	10	-38	6	-5	4	-26
697 NFkB inh	24	-36	1	12	1	-49

Some of the entries so far, as a markdown table:
| cpd | Compound | Gli-Sufu antag | Apaf1 inhib | UBC13 polyUb | SENP7 inh | HKDC1 inhibitor | SENP8 block | Jurkat NFkB inh | 697 NFkB inh |
| --- | --- | --- | --- | --- | --- | --- | --- | --- | --- |
| 25 | CCn1c2ccccc2c2cc(NC(=O)COc3ccccc3)ccc21 | -5 | 14 | 0 | -2 | 1 | 0 | 2 | 12 |
| 26 | CN(C)C(=O)COC(=O)c1cccc(S(=O)(=O)Nc2ccc(OCc3ccccc3)cc2)c1 | -10 | 9 | 3 | -2 | 8 | -13 | -5 | -1 |
| 27 | Cc1cc(F)ccc1NC(=O)CCCN(C)S(=O)(=O)c1ccc(F)cc1 | 1 | -1 | 4 | 6 | 4 | -2 | -4 | 14 |
| 28 | CCCN(Cc1cc2cc(C)ccc2[nH]c1=O)C(=O)c1cccc(OC)c1 | 7 | 17 | 0 | 9 | 2 | -13 | -1 | 2 |
| 29 | COC(=O)C(c1ccccc1)N(Cc1cccc(CN(C(C(=O)OC)c2ccccc2)S(C)(=O)=O)c1)S(C)(=O)=O (centres undefined) | 1 | 28 | -2 | -8 | 0 | -10 | -2 | -16 |
| 30 | CCN(CC)C(=O)CN1CCC(c2nc3cc(C)c(C)cc3[nH]2)CC1 | 24 | 8 | -8 | 4 | -5 | 2 | -14 | -30 |
| 31 | Cc1ccc(S(=O)(=O)N2CCN(C(=O)C(F)(F)F)C2c2ccc(N(C)C)cc2)cc1 (centres undefined) | -5 | -1 | 3 | 9 | -2 | 8 | 10 | 24 |
| 32 | O=C1N=C(N2CCCCC2)S/C1=C\c1ccccc1F | -60 | 2 | -4 | -4 | -1 | -1 | -38 | -36 |
| 33 | Cc1ccc(NC(=O)CN2C(=O)S/C(=C\c3ccccn3)C2=O)cc1 | -9 | -16 | -10 | 7 | -16 | -1 | 6 | 1 |

Other entries
37. Cc1ccccc1N(CC(=O)NC(C)(C)C)C(=O)CCC(=O)Nc1nccs1
38. C/C(Nc1cccc(F)c1)=C(/C#N)C(N)=O
39. O=C(O)/C(=C\c1ccc(Cl)cc1)c1ccc(S(=O)(=O)N2CCCC2)s1
40. CCC(CC)NC(=O)COC(=O)c1ccc(OCc2ccc(C(C)=O)cc2OC)c(OC)c1
41. COc1cc(C(=O)N2CCN(C/C=C/c3ccccc3)CC2)cc(OC)c1OC
42. Cc1ccc(-c2nc(C)c(C(=O)O)s2)cc1

Compound	37	38	39	40	41	42
Gli-Sufu antag	2	-1	-8	-1	6	-40
Apaf1 inhib	-15	-16	3	12	4	4
UBC13 polyUb	-1	-2	-16	-11	7	5
SENP7 inh	-4	0	-1	12	5	98*
HKDC1 inhibitor	4	10	1	12	-3	-5
SENP8 block	-4	-6	-3	5	-2	93*
Jurkat NFkB inh	-7	6	9	26	-1	-10
697 NFkB inh	14	8	15	-65	5	-110

43. O=S1(=O)N=C(N/N=C/c2ccccn2)c2ccccc21
44. O=S(=O)(c1cccc2cccnc12)N1CCN(c2ccccc2)CC1
45. COc1ccc(S(=O)(=O)n2[nH]c(=O)c(CCO)c2C)c([N+](=O)[O-])c1
46. Cc1ccccc1NC(=S)/C(=C(\[O-])c1cc(C)n(Cc2ccccc2Cl)c1C)[n+]1ccccc1
47. CC1CN(S(=O)(=O)c2cccc(C(=O)Nc3cc(Cl)ccc3N3CCOCC3)c2)CC(C)O1 (centres undefined)
48. CC1Cc2nc(SCC(=O)Nc3ccc(F)cc3F)n(C)c(=O)c2S1 (centres undefined)

Compound	43	44	45	46	47	48
Gli-Sufu antag	2	5	23	22	11	5
Apaf1 inhib	6	11	10	6	30	-9
UBC13 polyUb	-34	-12	-2	-4	1	-10
SENP7 inh	0	-12	-6	-4	-10	-8
HKDC1 inhibitor	-6	-13	1	-3	0	-8
SENP8 block	-8	-15	-11	1	-10	-12
Jurkat NFkB inh	5	0	-4	5	-18	3
697 NFkB inh	-1	-11	6	5	4	-47

49. O=C(Cc1ncc(C(F)(F)F)cc1Cl)Nc1ccc(F)cc1
50. CCCCC(=O)Nc1ccccc1C#N
51. COc1ccc(CN2C(=O)CC(C(=O)NCCc3ccc(S(N)(=O)=O)cc3)SC2=Nc2ccccc2)cc1 (centres undefined)
52. CC(C)NS(=O)(=O)c1ccc(OCC(=O)Nc2ccc3c(c2)OCO3)cc1
53. Cc1cc(NC(=O)c2ccc(N3C(=O)CCC3=O)cc2)no1
54. CC(C)C(=O)Nc1nnc(CCc2nnc(NC(=O)C(C)C)s2)s1

Compound	49	50	51	52	53	54
Gli-Sufu antag	7	0	4	14	0	-3
Apaf1 inhib	3	-4	26	-1	2	-2
UBC13 polyUb	-5	6	5	7	-5	2
SENP7 inh	-13	4	-4	-2	-15	-2
HKDC1 inhibitor	0	-7	-13	-9	-3	0
SENP8 block	-11	-6	4	-1	-6	1
Jurkat NFkB inh	-17	6	-9	12	-5	8
697 NFkB inh	1	-24	0	8	-4	13

Bioassay records (PubChem BioAssay)
